# Compound activity: PubChem BioAssay, National Center for Advancing Translational Sciences (NCATS)
# POLH inh: DNA polymerase eta (human) inhibition; Q9Y253; recombinant Pol eta, fluorescent DNA replication assay; Potency, µM (top dose mostly 114 µM), for inactives: at the top dose activity change, negative = inhibition, most hits filed as inhibitors; 1.2% of 390,000 active; also: potency is read from the fitted curve at half-maximal effect; % is scaled to controls: 0 for no effect and ±100 for the full control effect
# Target sequence (Q9Y253 whole entry, looked up): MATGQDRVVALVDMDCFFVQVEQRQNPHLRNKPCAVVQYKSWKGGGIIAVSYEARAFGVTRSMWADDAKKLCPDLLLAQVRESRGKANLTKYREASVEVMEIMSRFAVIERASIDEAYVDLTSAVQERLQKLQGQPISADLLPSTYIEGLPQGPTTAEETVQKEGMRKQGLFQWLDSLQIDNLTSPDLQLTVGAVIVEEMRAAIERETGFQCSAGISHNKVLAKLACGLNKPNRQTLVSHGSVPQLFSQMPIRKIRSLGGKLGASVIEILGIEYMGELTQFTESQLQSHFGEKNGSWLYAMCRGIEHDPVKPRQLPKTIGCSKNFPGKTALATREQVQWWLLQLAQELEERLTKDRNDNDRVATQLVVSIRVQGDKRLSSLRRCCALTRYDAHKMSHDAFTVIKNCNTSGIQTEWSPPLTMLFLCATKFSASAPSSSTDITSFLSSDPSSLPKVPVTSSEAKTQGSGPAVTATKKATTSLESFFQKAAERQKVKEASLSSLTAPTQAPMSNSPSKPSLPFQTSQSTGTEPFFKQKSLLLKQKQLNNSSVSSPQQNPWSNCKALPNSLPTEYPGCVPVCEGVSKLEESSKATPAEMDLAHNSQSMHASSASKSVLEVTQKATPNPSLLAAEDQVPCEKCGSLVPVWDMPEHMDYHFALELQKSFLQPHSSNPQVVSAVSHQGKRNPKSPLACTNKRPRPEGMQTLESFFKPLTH
#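 Pol eta at 10 nM preincubated with compounds 15 min at room temperature; reaction started with fluorescent substrate (50 nM final) and read kinetically at 0 and 10 min.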
# BLM helicase inh: inhibitors of human Bloom syndrome helicase BLM; 0.2% of 350,000 active; recombinant BLM DNA unwinding, fluorescence dequenching; AID 2528; Potency, µM (doses to about 56.1 µM), without a hit: top-dose activity change, negative = inhibition, most hits filed as inhibitors;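 also: potency is read from the fitted curve at half-maximal effect; plate controls were vehicle for no effect and no enzyme for full effect; nearly all actives have a fitted effect of over 35% in size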
# GRP78 ERSR act: induces the endoplasmic reticulum stress response in human glioma cells | U87-MG GRP78 promoter luciferase reporter, 16 h | Potency, µM, for the others: at the highest dose activation, most hits filed as activators | 0.02% of 420,000 active | AID 602332; also: potency is read from the fitted curve at half-maximal effect; series mostly up to about 76 µM; % of control where 0% means no effect; nearly all actives have a fitted effect of over 35% in size
#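 Stably transfected U87-MG glioma cells carrying a GRP78-based luciferase sensor; 16 h compound incubation. Luminescence end-point read 10 min after Bright-Glo addition at room temperature.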
# POLI inh: inhibitors of human DNA polymerase iota; Pol iota fluorescent replication assay, 10 min; Potency, µM (series often up to 115 µM), for the others: top-dose activity, negative = inhibition, most hits filed as inhibitors; 1% of 390,000 active; AID 588590; also: potency is read from the fitted curve at half-maximal effect
#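 Pol iota at 10 nM preincubated 15 min with compounds at room temperature; reaction started with fluorescent substrate, 50 nM final. Fluorescence read kinetically at 0 and 10 min; buffer-only wells as negative control.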
# POLK inh: inhibitors of human DNA polymerase kappa. purified Pol kappa, fluorescent DNA synthesis assay, 10 min. Potency, µM (doses to about 107 µM), inactives show at the highest dose activity, negative = inhibition, actives largely listed as inhibitors. 0.53% of 400,000 active. Q9UBT6; also: potency is read from the fitted curve at half-maximal effect; % is scaled to controls: 0 for no effect and ±100 for the full control effect
#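 Inhibition of 10 nM Pol kappa is measured by a fluorescent read-out at 0 and 10 min following addition of 50 nM substrate (final), with a 15-min room-temperature compound preincubation.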
# APE1 inh: inhibitors of human APE1 endonuclease; P27695; recombinant APE1, TAMRA/BHQ-2 abasic DNA cleavage fluorescence; Potency, µM (titrated, usually from 65.8 µM), for the others: top-dose activity change, negative = inhibition, most hits filed as inhibitors; 0.35% of 350,000 active; AID 2517;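 also: potency is read from the fitted curve at half-maximal effect; plate controls were vehicle for no effect and reference inhibitor for full effect; nearly all actives have a fitted effect of over 55% in size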
# Target sequence (P27695 whole entry, looked up): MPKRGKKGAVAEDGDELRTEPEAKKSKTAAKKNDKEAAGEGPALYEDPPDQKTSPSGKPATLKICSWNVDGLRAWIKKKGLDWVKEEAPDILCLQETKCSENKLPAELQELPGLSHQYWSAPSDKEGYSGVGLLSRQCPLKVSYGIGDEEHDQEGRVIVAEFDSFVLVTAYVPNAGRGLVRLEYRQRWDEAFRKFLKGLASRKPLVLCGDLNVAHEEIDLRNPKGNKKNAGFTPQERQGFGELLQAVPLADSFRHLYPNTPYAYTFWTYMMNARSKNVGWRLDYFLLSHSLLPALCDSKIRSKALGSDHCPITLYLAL
#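 Compound pre-exposure to 0.75 nM APE1, 15 min at ambient temperature. Reaction initiated with 50 nM TAMRA/BHQ-2 THF substrate, read immediately in kinetic mode, 525 nm excitation, 598 nm emission.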
# POLB inh: blocks human DNA polymerase beta activity; Pol beta primer extension/strand displacement, fluorescence kinetic; Potency, µM (highest dose often 114 µM), without a hit: at the top dose activity change, negative = inhibition, actives largely listed as inhibitors; 1.3% of 340,000 active; also: potency is read from the fitted curve at half-maximal effect; % is scaled to controls: 0 for no effect and ±100 for the full control effect
#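 Pol beta (10 nM) was preincubated with compound for 15 min at room temperature. The reaction was then started with 50 nM substrate and read immediately and after a further 10 min at room temperature.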
# LDHA block: blocks human lactate dehydrogenase A | P00338 | purified LDHA, NADH/diaphorase-resazurin fluorescence; stronger effect = lower value | activity change, % (values are at about 110 or 230 µM) | 0.15% of 480,000 active | AID 1347041; in the data active = activity change below about -30%; inconclusive = mostly about -25% to -30%;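 also: plate controls were DMSO wells for no effect and wells without enzyme for full effect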
#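 Human LDH5 at 2 nM final in Tris HCl pH 7.4 with 0.06 mM NADH and 0.2 mM pyruvate, reacted 5 minutes at room temperature. Remaining NADH coupled via diaphorase/resazurin; resorufin fluorescence read at 0 and 20 minutes, normalized to enzyme-free and DMSO wells.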
# Anesthetic bind: candidate novel general anesthetic via apoferritin binding. P02791. apoferritin/1-aminoanthracene competitive binding, fluorescence. Potency, µM (series often up to 77.5 µM), inactives show at the highest dose activity change, negative = displacement, actives largely listed as inhibitors. 0.074% of 350,000 active; also: potency is read from the fitted curve at half-maximal effect; % is scaled to controls: 0 for no effect and ±100 for the full control effect; nearly all actives have a fitted effect of over 20% in size
#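 10 uM apoferritin + 50% sat. 1-AMA, PBS; cpd 10 min RT; Ex380/Em535 endpoint; normalized to free probe vs complex; 4-param Hill fit; propofol titration as pos. ctrl.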
# * hit, by the source's call; ? = inconclusive; / = not tested or not shown; & = joins results of further samples; [ ] = dose if it differs, or a comment. Unless noted, calls follow the shape of the dose curve; as a rule, active = well fitted curve in the direction sought with a large enough effect; inconclusive = small, poorly fitted or top-dose-only effect, or another doubt; inactive = no such curve, though single readings can be large; an effect the other way counts as inactive or inconclusive. An excerpt. The share of hits here may be higher or lower than overall.
SMILES,POLH inh,BLM helicase inh,GRP78 ERSR act,POLI inh,POLK inh,APE1 inh,POLB inh,LDHA block,Anesthetic bind
COc1cccc(Nc2ncnc3nc[nH]c23)c1,-26%,-2%,-2%,22%,-7%,-6%,-1%,-12,-5%
Nc1c(Nc2ccccc2)c2ccccc2oc1=O,-5%,-8%,1%,5%,-13%,-2%,7%,-4,-10%
O=S(=O)(c1ccccc1)N1CCC[C@@]2(CCN(c3ccncc3)C2)C1,/,-5%,-3%,/,4%[60.1 µM],-4%,/,/,/
COc1cc(SC)ccc1C(=O)N(Cc1ccccc1)c1ccccc1,-19%,-6%,-1%,27%,5%,-12%,0%,1,-4%
Cc1ccc(S(=O)(=O)N2CCN(Cc3cc(=O)n4nc(-c5ccccc5Cl)sc4n3)CC2)cc1,-4%,0%,1%,4%,-2%[60.1 µM],/,20%,-3,-10%
Cc1cc(NC(=O)COC(=O)C(Nc2ccc(C(F)(F)F)cc2Cl)C(C)C)no1 (stereo unspecified),-22%,-15%,1%,10%,-21%,7%,?,10,1%
CCCCc1c(C)c2ccc(OCC(C)=O)cc2oc1=O,-18%,-3%,-3%,-12%,-9%,-4%,9%,-2,?
CCc1ccc(NS(=O)(=O)c2cccc3nsnc23)cc1,-14%,-4%,0%,22%,4%,44%,-9%,-7,-18%
CCSc1ncc(Cl)c(C(=O)Nc2ccccc2)n1,-15%,-4%,-2%,0%,-1%,-3%,-25%,-5,-17%
COC(=O)c1cncc(O)c1,-7%,-1%,1%,-10%,6%,6%,0%,0,-8%
Cn1c(=O)c(C(=O)CN2CCN(Cc3ccc4c(c3)OCO4)CC2)c(N)n(Cc2ccccc2)c1=O,-6%,1%,-1%,26%,2%,4%,42%[activator],-3,5%
Cc1cccc(NC(=S)N(C)Cc2cn(C)c3ccccc23)c1,-27%,-6%,-3%,7%,4%,29%,8%,1,-1%
COc1cccc(CNC(=O)C2CC(=O)N(C3CCCCCCC3)C2)c1 (stereo unspecified),1%,-3%,-6%,6%,3%,24%,4%,0,?
OCCN1CCN(CC(O)COc2ccc3c(c2)OCO3)CC1 (stereo unspecified),-14%,0%,-1%,-5%,1%,-4%,3%,3,-15%
COc1ccc(CCNc2ncnc3sccc23)cc1OC,-9%,-1%,-2%,196%[activator],-24%,-2%,3%,-5,-5%

# Seven records picked at random from those above, as already listed:
SMILES,POLH inh,BLM helicase inh,GRP78 ERSR act,POLI inh,POLK inh,APE1 inh,POLB inh,LDHA block,Anesthetic bind
Cc1ccc(S(=O)(=O)N2CCN(Cc3cc(=O)n4nc(-c5ccccc5Cl)sc4n3)CC2)cc1,-4%,0%,1%,4%,-2%[60.1 µM],/,20%,-3,-10%
Cc1cccc(NC(=S)N(C)Cc2cn(C)c3ccccc23)c1,-27%,-6%,-3%,7%,4%,29%,8%,1,-1%
COc1ccc(CCNc2ncnc3sccc23)cc1OC,-9%,-1%,-2%,196%[activator],-24%,-2%,3%,-5,-5%
COc1cccc(Nc2ncnc3nc[nH]c23)c1,-26%,-2%,-2%,22%,-7%,-6%,-1%,-12,-5%
Cn1c(=O)c(C(=O)CN2CCN(Cc3ccc4c(c3)OCO4)CC2)c(N)n(Cc2ccccc2)c1=O,-6%,1%,-1%,26%,2%,4%,42%[activator],-3,5%
CCCCc1c(C)c2ccc(OCC(C)=O)cc2oc1=O,-18%,-3%,-3%,-12%,-9%,-4%,9%,-2,?
CCSc1ncc(Cl)c(C(=O)Nc2ccccc2)n1,-15%,-4%,-2%,0%,-1%,-3%,-25%,-5,-17%

# Later entries
SMILES,POLH inh,BLM helicase inh,GRP78 ERSR act,POLI inh,POLK inh,APE1 inh,POLB inh,LDHA block,Anesthetic bind
Cc1ccsc1C(=O)OCC(=O)N(C)c1c(N)n(Cc2ccccc2)c(=O)[nH]c1=O,-10%,/,-5%,?,-17%,40%,/,-2,/
Cc1ccc(S(=O)(=O)NCCS(=O)(=O)N2CCN(c3ccc(F)cc3)CC2)cc1,-8%,/,-4%,7%,-14%,-21%,/,-4,/
c1ccc(Oc2cc(-c3ccccc3)ncn2)cc1,-14%,-2%,0%,3%,-5%,-2%,17%,0,-12%
Cc1cc(C)cc(N2C(=O)C3CCCN3C2=S)c1 (stereo unspecified),-3%,-3%,-3%,?,0%,2%,-4%,-7,5%
COCCNC(=O)/C(C#N)=C/C(C)=C/c1ccccc1,-20%,-1%,3%,-3%,-6%,-2%,16%,-8,5%
N#CCSc1nnc(-c2ccccc2)c(-c2ccccc2)n1,1%,-6%,-1%,4%,0%,-2%,25%,-6,?
COCCSc1nc2c(c(=O)[nH]c(=O)n2C)n1CCCc1ccccc1,-2%,-1%,-3%,13%,-10%,-4%,5%,-7&7,-2%
COc1ccc(CCNC(=O)CSc2nnnn2-c2ccccc2OC)cc1OC,-10%,-2%,-2%,?,-18%,-3%,15%,0&-14,-7%
COC(=O)c1[nH]c(C)c(/C(O)=C2\C(=O)C(=O)N(CCCN3CCOCC3)C2c2ccccn2)c1C (stereo unspecified),0%,-9%,-7%,0%,-21%,-9%,35%,4,-7%
Cc1ccc(C2NC(c3ccc(C)cc3)C(C)C(=O)C2C)cc1 (stereo unspecified),-15%,-8%,-4%,9%,0%,4%,0%,1,-9%
CCNc1nc(NC(C)C)nc(N(C#N)CCOc2ccccc2)n1,-18%,-14%,-9%,-6%,1%,-6%,-6%,0,-6%
Cc1ccc(C)c(S(=O)(=O)N2CCN(C(=O)CCc3nc4ccccc4c(=O)[nH]3)CC2)c1,-11%,/,-4%,17%,-2%,-15%,/,-1,/
O=C(NCCc1ccccc1)C(=O)NCC1CCNCC1,/,2%,/,/,/,13%,34%,/,6%
O=S(=O)(NCc1ccccn1)c1ccc2ccccc2c1,9%,0%,5%,5%,-14%,2%,-8%,-2,-2%
Cc1cc(NC(=O)COc2ccccc2)ccc1Cl,-11%,-5%,7%,-7%,-10%,-14%,2%,0,?

# An excerpt from above in order of formula weight, ascending.
SMILES,POLH inh,BLM helicase inh,GRP78 ERSR act,POLI inh,POLK inh,APE1 inh,POLB inh,LDHA block,Anesthetic bind
c1ccc(Oc2cc(-c3ccccc3)ncn2)cc1,-14%,-2%,0%,3%,-5%,-2%,17%,0,-12%
COCCSc1nc2c(c(=O)[nH]c(=O)n2C)n1CCCc1ccccc1,-2%,-1%,-3%,13%,-10%,-4%,5%,-7&7,-2%
COC(=O)c1[nH]c(C)c(/C(O)=C2\C(=O)C(=O)N(CCCN3CCOCC3)C2c2ccccn2)c1C (stereo unspecified),0%,-9%,-7%,0%,-21%,-9%,35%,4,-7%

# Following part.
SMILES,POLH inh,BLM helicase inh,GRP78 ERSR act,POLI inh,POLK inh,APE1 inh,POLB inh,LDHA block,Anesthetic bind
O=C(c1cccs1)N(Cc1ccc(Cl)cc1)C1CCS(=O)(=O)C1 (stereo unspecified),-6%,0%,-3%,15%,-2%,6%,23%,-1,-5%
CN(C(=O)c1cccc(NC(=O)Cc2ccc(NC(=O)C3CCN(C(=O)C4CCCCC4)CC3)cc2)c1)C1CCC1,-6%,/,-3%,-1%,0%,/,/,0,/
CCOC(=O)Cn1nc(C)c(NC(=O)COc2cccc(Cl)c2)c1C,-21%,-6%,-5%,36%[activator],9%,2%,-2%,4,-6%
Cc1occc1C(=O)N/N=C/C1=C(N2CCOCC2)C(=C/c2ccc(Cl)cc2Cl)/CC1,-14%,/,3%,12%,5%,/,/,-6,/
COc1cccc(C(=O)NNC(=O)c2ccccc2Br)c1,-4%,-1%,-1%,8%,-14%,-5%,-8%,-7,-9%
Cc1ccc(CC(=O)N2CCN(c3ccccn3)CC2)cc1,3%,-5%,-3%,17%,4%,6%,0%,-7,-1%
CN(Cc1ccccc1)C(=O)C1CCN(S(=O)(=O)c2cc([N+](=O)[O-])ccc2Cl)CC1,-11%,3%,-2%,?,-6%,1%,-2%[57.1 µM],-4,-8%
COc1cc(-c2nc3n(n2)C(c2ccc(F)cc2)C(C(N)=O)=C(C)N3)cc(OC)c1OC (stereo unspecified),-15%,-3%,-1%,63%[activator],-3%,/,0%,0,0%
Cc1cccc(CN2CCN(Cc3cnn(-c4ccccc4F)c3)CC2CCO)n1 (stereo unspecified),-2%,2%,-1%,?,-22%,3%,-3%,2,0%
COc1ccc(S(=O)(=O)N2CCOC2CNC(=O)C(=O)NCc2ccccc2OC)cc1 (stereo unspecified),-17%,-9%,-4%,-4%,-12%,-1%,20%,0,-5%
O=C(CN1CCC(C(=O)c2cccc(Cl)c2)CC1)Nc1cccc(C(=O)O)c1,-21%,-3%,-3%,99%[activator],-9%,-1%,3%,-3,-6%
O=C(CSc1n[nH]c(=O)n1-c1cccnc1)N1CCOCC1,-16%,-5%,-4%,72%[activator],-1%,-1%,-1%,-10,21%
CC(C)=CCc1c2c(c3occ(-c4ccc(O)cc4)c(=O)c3c1O)C=CC(C)(C)O2,?,-13%&-28%,?,18%,?,?,?,3,?
COc1ccc(N2CCC(CNC(=S)Nc3c(C)cccc3C)C2)cc1 (stereo unspecified),-22%,-6%,-5%,-15%,-5%,?,5%,11,-9%
CN(CC(=O)NCc1ccccc1)Cc1cccc(F)c1,-6%,-1%,-3%,60%[activator],-7%,26%,-22%,?,-5%
COc1cccc(NC(=O)N(CCCN2CCOCC2)C(C)c2cc3cccc(OC)c3o2)c1 (stereo unspecified),-21%,3%,-2%,26%,1%,-3%,-1%,0,-11%
CCOC(=O)c1c(S(=O)(=O)N2CCC(C(=O)Nc3cccc(C)n3)CC2)c(C)n(C)c1C,-14%,-1%,-3%,48%[activator],-7%[60.1 µM],/,10%,-3,-11%
Cc1noc(C)c1COc1ccc(C(=O)OCc2nnc(-c3ccc(Cl)cc3)o2)cc1,-6%,-5%,3%,-1%,0%,2%,-26%,-4,1%
